NPY-Y1 antag = antagonists of human neuropeptide Y receptor Y1. HEK293-CNG Y1 cells, membrane potential fluorescence; NPY at EC95, then isoproterenol. inhibition, % at 3.6 µM. 200,000 compounds, 1% hits;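 active = inhibition above the campaign mean inhibition of all tested compounds plus 3 SD, cut at about 20% in these data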;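 also: 0% = DMSO wells given NPY plus isoproterenol and 100% = isoproterenol alone without NPY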
Target sequence (P25929 whole entry, looked up): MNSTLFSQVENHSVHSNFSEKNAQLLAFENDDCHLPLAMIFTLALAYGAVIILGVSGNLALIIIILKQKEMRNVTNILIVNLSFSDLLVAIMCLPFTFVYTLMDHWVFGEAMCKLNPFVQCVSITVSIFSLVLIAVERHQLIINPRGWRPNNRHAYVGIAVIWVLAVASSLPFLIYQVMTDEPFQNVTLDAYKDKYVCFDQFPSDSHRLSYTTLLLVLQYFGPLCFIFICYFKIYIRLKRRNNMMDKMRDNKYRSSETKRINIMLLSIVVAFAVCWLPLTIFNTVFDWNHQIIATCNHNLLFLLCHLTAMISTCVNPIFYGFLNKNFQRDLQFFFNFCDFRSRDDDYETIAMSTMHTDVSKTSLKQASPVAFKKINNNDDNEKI
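Material: HEK293 cells co-expressing NPY Y1 receptor and cyclic-nucleotide gated channel. Timing: compound incubation 1 h at room temperature, readout 45 min post-stimulation. Signal: fluorescence, membrane potential probe.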
NPY-Y1 PAM-ag = potentiates or activates human NPY-Y1 receptor; NPY-Y1 expressing cells, potentiator/agonist activation; P25929; activation, % at 3.6 µM; 220,000 compounds, 0.37% hits; AID 1304; in the data active = activation above about 33%, passing the limit was not always enough;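 also: cells stimulated with NPY at EC10 then isoproterenol at EC100; 0% = low agonist plus stimulus and 100% = saturating agonist plus stimulus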
14-3-3 Bad inh = disrupts binding of bovine 14-3-3 zeta to phospho-Bad peptide. P63103. TR-FRET 14-3-3zeta/Dy647-pBad peptide displacement, 1 h. inhibition, % at 21.7 µM. 220,000 compounds, 0.71% hits;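 active = inhibition above about 70%, limit read from the data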;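 also: 0% = full 14-3-3 plus peptide FRET controls and 100% = background without 14-3-3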
Target sequence (P63103 whole entry, looked up): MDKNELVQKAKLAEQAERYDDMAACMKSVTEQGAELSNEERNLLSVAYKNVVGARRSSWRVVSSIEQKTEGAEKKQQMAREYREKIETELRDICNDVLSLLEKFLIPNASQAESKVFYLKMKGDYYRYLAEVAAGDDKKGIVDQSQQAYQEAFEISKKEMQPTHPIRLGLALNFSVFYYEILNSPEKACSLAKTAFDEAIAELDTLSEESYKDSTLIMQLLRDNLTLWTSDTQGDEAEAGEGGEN
PGE2 EP2 inh = inhibitors of human EP2 prostaglandin E2 receptor | P43116 | C6 glioma cells expressing human EP2, cAMP TR-FRET; cells stimulated with saturating PGE2 | inhibition, % at 25 µM | 260,000 compounds, 0.52% hits | AID 1422;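 active = percent inhibition above 40 after rounding to a whole number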;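 also: rat C6 glioma host cells with rolipram phosphodiesterase inhibitor present; the protocol text gives 20 µM as final concentration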
Target sequence (P43116 whole entry, looked up): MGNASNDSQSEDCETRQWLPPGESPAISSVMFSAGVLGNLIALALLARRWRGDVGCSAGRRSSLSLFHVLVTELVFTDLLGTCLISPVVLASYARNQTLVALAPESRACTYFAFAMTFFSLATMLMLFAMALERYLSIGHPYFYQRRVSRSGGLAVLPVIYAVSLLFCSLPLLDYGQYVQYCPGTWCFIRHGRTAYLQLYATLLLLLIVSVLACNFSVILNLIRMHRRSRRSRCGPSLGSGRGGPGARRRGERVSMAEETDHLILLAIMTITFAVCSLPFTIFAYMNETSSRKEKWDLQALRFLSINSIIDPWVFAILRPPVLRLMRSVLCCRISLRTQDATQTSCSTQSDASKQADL
EP2 mod = EP2 receptor (human) modulation. induction, % at 25 µM. 260,000 compounds, 0.83% hits. EP2-expressing cells, cAMP HTRF FRET, PGE2 co-stimulation. P43116;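 active = compounds whose cAMP rise, as percent of the full-agonist control response, exceeds 60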;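 also: rat C6 glioma line stably carrying human EP2 under a CMV promoter; the protocol text gives 20 µM as final concentration; 100% = response of wells given 1 µM PGE2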
CHOP inhibitor = CHOP inhibition in unfolded protein response. CHO-K1 CHOP-promoter luciferase, tunicamycin-induced, 15-18 h. inhibition, % at 10 µM. 220,000 compounds, 3.8% hits;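 active = compounds that reduced the stress-induced luciferase reporter signal by more than about 70% of percent inhibition, limit read from the data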;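 also: 0% = tunicamycin plus vehicle and 100% = wells without tunicamycin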
TRPN1 ag = agonists of zebrafish TRPN1 channel; HEK293 zebrafish TRPN1-YFP, Fluo-8 calcium fluorescence; 100% = response to 87 µM carbachol; activation, % at 3 µM; 220,000 compounds, 0.18% hits; AID 1424;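 active = activation above its plate's cutoff, the mean activation of test wells on that plate plus 3 SD, cut at about 19% in these data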;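 also: 0% = DMSO alone and 100% = 87 µM carbachol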
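System: zebrafish TRPN1-YFP in HEK293 cells / Dosing: 3 µM single point / Timing: dye loading 1 h at 37 °C, then 30 min room temperature / Signal: Fluo-8 calcium fluorescence, excitation 470-495 nm, emission 515-575 nm / Read-out basis: percent activation from peak over basal fluorescence ratio, control-normalized / Control set: high carbachol 87 µM, low DMSO alone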
TRPML3 ag = agonists of human TRPML3 channel | Q8TDD5 | HEK293 TRPML3-YFP, Fluo-8 calcium fluorescence; 100% = the carbachol control signal | activation, % at 3 µM | 220,000 compounds, 0.29% hits | AID 1448;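 active = activation above its plate's cutoff, the mean activation of the plate's test wells plus 3 SD, cut at about 12% in these data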;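 also: 0% = DMSO only wells and 100% = carbachol wells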
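Material: TRPML3-YFP stable HEK293 cells | Dosing: One concentration, 3 µM nominal, 0.3% DMSO | Timing: 125 s total fluorescence read per well | Technique: Fluo-8 calcium dye fluorescence, ex 470-495, em 515-575 nm | Measure: Percent activation from peak-to-basal fluorescence ratio, scaled between DMSO and carbachol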
PPC-1+TRAIL kill = kills PPC-1 cancer cells in the presence of TRAIL; PPC-1 cells + TRAIL, ATPLite viability luminescence; cell killing (% activity), % at 4 µM; 220,000 compounds, 0.41% hits; AID 1443;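 active = cell killing above 50% in the first pass at 4 µM, then a duplicate retest at 5 µM averaging 50% or more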;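 also: plate controls were cells with TRAIL plus DMSO for no effect and medium-only wells lacking cells for full effect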
* = called active by the depositor; [ ] = another dose, or the depositor's remark. These rows are one share of the data; count on the stated rates, not on these rows.

Results for COc1cc(Cl)c(C)cc1NC(=O)CSc1nnc(CCC(=O)O)c(=O)[nH]1 ?
NPY-Y1 antag: 3; NPY-Y1 PAM-ag: 0; 14-3-3 Bad inh: -3; PGE2 EP2 inh: 6; EP2 mod: 39; CHOP inhibitor: -5; TRPN1 ag: 1.0; TRPML3 ag: 1.4; PPC-1+TRAIL kill: 15

How did N#C/C(=C\c1ccc(F)c(F)c1)C(=O)NC1CCCCC1 do in these assays?
NPY-Y1 antag: 5; NPY-Y1 PAM-ag: -6; 14-3-3 Bad inh: 4; PGE2 EP2 inh: 6; EP2 mod: -3; CHOP inhibitor: 13; TRPN1 ag: -1.2; TRPML3 ag: -0.6; PPC-1+TRAIL kill: 10

How did COCCn1c(SCC(=O)NNC(=O)c2ccccc2)nc2ccccc2c1=O do in these assays?
NPY-Y1 antag: -4; NPY-Y1 PAM-ag: 6; 14-3-3 Bad inh: -5; PGE2 EP2 inh: 7; EP2 mod: 14; CHOP inhibitor: 16; TRPN1 ag: 0.3; TRPML3 ag: 0.2; PPC-1+TRAIL kill: -38

Results for CCCCN1C(=O)/C(=C(/C#N)C(=O)N2CCCC2)c2ccccc21 ?
NPY-Y1 PAM-ag: 4; 14-3-3 Bad inh: -3; PGE2 EP2 inh: 5; EP2 mod: -18; CHOP inhibitor: 10; TRPN1 ag: 2.0; TRPML3 ag: 0.5; PPC-1+TRAIL kill: -3

How did O=C(COC(=O)c1ccco1)Nc1nc2ccc([N+](=O)[O-])cc2s1 do in these assays?
NPY-Y1 PAM-ag: 30; 14-3-3 Bad inh: 5; PGE2 EP2 inh: 18; EP2 mod: -35; CHOP inhibitor: 13; TRPN1 ag: 6.0; TRPML3 ag: 2.8; PPC-1+TRAIL kill: -1

Results for N[C@@H](CO)c1nnc([C@H](CCC(=O)O)NC(=O)C2CCNCC2)o1 ?
NPY-Y1 antag: -6; NPY-Y1 PAM-ag: -7; 14-3-3 Bad inh: -5; PGE2 EP2 inh: 9; EP2 mod: -8; CHOP inhibitor: 1; TRPN1 ag: 1.2; TRPML3 ag: 0.6; PPC-1+TRAIL kill: -2

Results for N#Cc1c(NC(=O)CSc2ncnc3sccc23)oc(-c2ccco2)c1-c1ccco1 ?
NPY-Y1 antag: 5; NPY-Y1 PAM-ag: -27; 14-3-3 Bad inh: -1; PGE2 EP2 inh: 16; EP2 mod: -9; CHOP inhibitor: 26; TRPN1 ag: 1.1; TRPML3 ag: 0.8; PPC-1+TRAIL kill: -19

How did Cc1cccc(NC(=S)NN2CCN(C)CC2)c1 do in these assays?
NPY-Y1 antag: 8; NPY-Y1 PAM-ag: -2; 14-3-3 Bad inh: 1; PGE2 EP2 inh: 13; EP2 mod: 16; CHOP inhibitor: -5; TRPN1 ag: -0.6; TRPML3 ag: 0.6; PPC-1+TRAIL kill: -7

What do the screens show for `Cc1ccc(Cc2c(C)[nH]c(=S)[nH]c2=O)cc1`?
NPY-Y1 PAM-ag: 9; 14-3-3 Bad inh: 1; PGE2 EP2 inh: 2; EP2 mod: -6; CHOP inhibitor: 18; TRPN1 ag: 1.8; TRPML3 ag: -0.6; PPC-1+TRAIL kill: 25

What do the screens show for `Cc1ccc(NC(=O)C[n+]2cc(-c3ccccc3)n3c2CCC3)c(C)c1`?
NPY-Y1 PAM-ag: -6; 14-3-3 Bad inh: -5; PGE2 EP2 inh: 14; EP2 mod: -9; CHOP inhibitor: -29; TRPN1 ag: 0.2; TRPML3 ag: 0.6; PPC-1+TRAIL kill: -5

Results for C/C(=N\N1CCN(c2ccccc2)CC1)c1ccco1 ?
NPY-Y1 antag: 2; NPY-Y1 PAM-ag: -13; 14-3-3 Bad inh: -30; PGE2 EP2 inh: 3; EP2 mod: 4; CHOP inhibitor: 5; TRPN1 ag: -1.4; TRPML3 ag: 0.7; PPC-1+TRAIL kill: 31

Results for COc1ccc(CC(=O)Nc2nc(C)cs2)cc1 ?
NPY-Y1 antag: 3; NPY-Y1 PAM-ag: 11; 14-3-3 Bad inh: -3; PGE2 EP2 inh: 5; EP2 mod: -26; CHOP inhibitor: 11; TRPN1 ag: -0.7; TRPML3 ag: -0.4; PPC-1+TRAIL kill: -16

How did Cc1ccc(C2N(c3nccs3)C(=O)C3CCCN32)cc1 (centres undefined) do in these assays?
NPY-Y1 antag: 0; NPY-Y1 PAM-ag: 25; 14-3-3 Bad inh: -10[fluorescence artefact?]; PGE2 EP2 inh: 11; EP2 mod: 15; CHOP inhibitor: 24; TRPN1 ag: -0.5; TRPML3 ag: 0.8; PPC-1+TRAIL kill: 19

Results for Cc1nc(C)c(C(=O)N/N=C/c2ccco2)s1 ?
NPY-Y1 antag: 2; NPY-Y1 PAM-ag: 12; 14-3-3 Bad inh: -6; PGE2 EP2 inh: 13; EP2 mod: 6; CHOP inhibitor: 14; TRPN1 ag: 0.1; TRPML3 ag: 0.8; PPC-1+TRAIL kill: 16

What do the screens show for `CCCCNC(=S)NNC(=O)c1ccncc1`?
NPY-Y1 antag: 1; NPY-Y1 PAM-ag: -6; 14-3-3 Bad inh: -11; PGE2 EP2 inh: 1; EP2 mod: -7; CHOP inhibitor: -6; TRPN1 ag: 2.3; TRPML3 ag: 1.3; PPC-1+TRAIL kill: 6

Results for OCCC1CN(Cc2cccn2-c2cccnc2)CCN1CCc1ccccc1 (centres undefined) ?
NPY-Y1 antag: -3; NPY-Y1 PAM-ag: 9; 14-3-3 Bad inh: -9; PGE2 EP2 inh: 7; EP2 mod: 3; CHOP inhibitor: 2; TRPN1 ag: -0.6; TRPML3 ag: 0.5; PPC-1+TRAIL kill: 14

What do the screens show for `Cc1ccccc1-n1nc2c(c1NC(=O)/C=C\c1ccc3c(c1)OCO3)CSC2`?
NPY-Y1 antag: -2; NPY-Y1 PAM-ag: 9; 14-3-3 Bad inh: -1; PGE2 EP2 inh: 6; EP2 mod: -3; CHOP inhibitor: 15; TRPN1 ag: -1.6; TRPML3 ag: 0.5; PPC-1+TRAIL kill: -5

What do the screens show for `Cc1ccc(C(C(=O)NC(C)(C)C)N(Cc2cccs2)C(=O)c2ccc3c(c2)OCCO3)cc1` (centres undefined)?
NPY-Y1 antag: 7; NPY-Y1 PAM-ag: 1; 14-3-3 Bad inh: 1[fluorescence artefact?]; PGE2 EP2 inh: 7; EP2 mod: 38; CHOP inhibitor: 30; TRPN1 ag: -1.6; TRPML3 ag: -0.6; PPC-1+TRAIL kill: 10

Results for CCOC(=O)c1c(C)[nH]c(N=Nc2cc(C(=O)O)cc(C(=O)O)c2)c1C ?
NPY-Y1 PAM-ag: 3; 14-3-3 Bad inh: 2; PGE2 EP2 inh: 8; EP2 mod: 42; CHOP inhibitor: 13; TRPN1 ag: 2.1; TRPML3 ag: 0.3; PPC-1+TRAIL kill: -8

What do the screens show for `Cc1ccc2c(c1)-c1cc(C)nn1C(c1ccc3c(c1)OCO3)N2` (centres undefined)?
NPY-Y1 antag: 1; NPY-Y1 PAM-ag: -19; 14-3-3 Bad inh: -12; EP2 mod: 34; CHOP inhibitor: 19; TRPN1 ag: -1.1; TRPML3 ag: 0.2; PPC-1+TRAIL kill: 9

Results for NC(=O)c1ccc(-n2nnnc2SCC(=O)c2ccc(O)c(O)c2)cc1 ?
NPY-Y1 antag: -2; NPY-Y1 PAM-ag: 9; 14-3-3 Bad inh: -3; PGE2 EP2 inh: 7; EP2 mod: -20; CHOP inhibitor: 24; TRPN1 ag: -2.1; TRPML3 ag: -0.4; PPC-1+TRAIL kill: 6

What do the screens show for `CSc1nc2ncc3c(n2n1)CC(C)(C)CC3=O`?
NPY-Y1 antag: -3; NPY-Y1 PAM-ag: 5; 14-3-3 Bad inh: -7; PGE2 EP2 inh: 13; EP2 mod: 21; CHOP inhibitor: 10; TRPN1 ag: 1.9; TRPML3 ag: -0.1; PPC-1+TRAIL kill: -11

How did COc1ccc(-c2csc(Nc3ccccn3)n2)cc1 do in these assays?
NPY-Y1 antag: -4; NPY-Y1 PAM-ag: 21; 14-3-3 Bad inh: -10; PGE2 EP2 inh: 6; EP2 mod: -24; CHOP inhibitor: -4; TRPN1 ag: -0.2; TRPML3 ag: 0.5; PPC-1+TRAIL kill: 27

How did Cc1ccc2[nH]c(=O)c(COC(=O)c3ccccn3)cc2c1 do in these assays?
NPY-Y1 antag: -1; NPY-Y1 PAM-ag: -21; 14-3-3 Bad inh: 5; PGE2 EP2 inh: 13; EP2 mod: -8; CHOP inhibitor: 24; TRPN1 ag: 2.4; TRPML3 ag: 1.0; PPC-1+TRAIL kill: 20

Results for Cc1cnc(NC(=O)c2ccc(-c3nc4ccccc4s3)o2)s1 ?
NPY-Y1 antag: 7; NPY-Y1 PAM-ag: -10; 14-3-3 Bad inh: -4[fluorescence artefact?]; PGE2 EP2 inh: 10; EP2 mod: -46; CHOP inhibitor: 74*; TRPN1 ag: -1.2; TRPML3 ag: 0.5; PPC-1+TRAIL kill: -3

What do the screens show for `CCCC(=O)Nc1ccc(NC(=S)NC(=O)c2cccs2)cc1`?
NPY-Y1 antag: 3; NPY-Y1 PAM-ag: -4; 14-3-3 Bad inh: -13; PGE2 EP2 inh: 6; EP2 mod: -37; CHOP inhibitor: 7; TRPN1 ag: 1.8; TRPML3 ag: 0.6; PPC-1+TRAIL kill: 20

Results for CCN(c1ccccc1)S(=O)(=O)c1cccc(C(=O)OCc2nc3sc(C)c(C)c3c(=O)[nH]2)c1 ?
NPY-Y1 antag: 11; NPY-Y1 PAM-ag: -28; 14-3-3 Bad inh: -5[fluorescence artefact?]; PGE2 EP2 inh: 9; EP2 mod: 18; CHOP inhibitor: 13; TRPN1 ag: -2.0; TRPML3 ag: -0.2; PPC-1+TRAIL kill: 11

How did Cc1ccc(C(C)C)cc1OCCN1CCCC1 do in these assays?
NPY-Y1 antag: 2; NPY-Y1 PAM-ag: -30; 14-3-3 Bad inh: 24; PGE2 EP2 inh: 8; EP2 mod: 9; CHOP inhibitor: -19; TRPN1 ag: 0.7; TRPML3 ag: -0.1; PPC-1+TRAIL kill: 2

What do the screens show for `CCOC(=O)c1c(NC(=O)c2cccs2)sc(C)c1C`?
NPY-Y1 antag: -3; NPY-Y1 PAM-ag: -33; 14-3-3 Bad inh: 11; PGE2 EP2 inh: 12; EP2 mod: 1; CHOP inhibitor: 26; TRPN1 ag: -1.1; TRPML3 ag: 0.4; PPC-1+TRAIL kill: 14

How did CN1CCc2cc3c(c4c2C1CC41CCC(=NO)CC1)OCO3 (centres undefined) do in these assays?
NPY-Y1 antag: 0; NPY-Y1 PAM-ag: 14; 14-3-3 Bad inh: 8; PGE2 EP2 inh: 15; EP2 mod: 19; CHOP inhibitor: -14; TRPN1 ag: 1.3; TRPML3 ag: 0.5; PPC-1+TRAIL kill: 10

Bioassay records: PubChem, several laboratories
